Source: PubChem BioAssay
PLC-beta3 inh: PLC-beta3 (human) inhibition, primary screen; inhibition, % at 12.2 µM; Purified PLC-beta3, fluorogenic substrate, fluorescence; actives 0.18% (n = 370,000); AID 720704; in the data active means inhibition above about 11%;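 further: 0% = median of compound wells on plate and 100% = full blocker control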
PLCg1 inh: blocks human PLC-gamma1 enzyme activity | AID 720700 | purified PLC-gamma1, fluorogenic substrate, fluorescence | actives 0.84% (n = 370,000) | inhibition, % at 12.2 µM; in the data active means inhibition above about 9.5%
NR1D1 modulator: modulates human Rev-erb alpha binding to DNA; P20393; Rev-erbα–FITC-DNA binding, fluorescence polarization, 90 min; activity, % at 10 µM; actives 0.79% (n = 370,000);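 active means activity above about 14%, limit read from the data; passing the limit was not always enough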;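 further: 0% = DMSO wells with 35 nM protein and 100% = DMSO wells with 750 nM protein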
UHRF1 binding: human UHRF1 methylated DNA binding inhibitors | UHRF1 binding to methylated oligo, TR-FRET | inhibition, % at 4.4 µM | actives 0.75% (n = 370,000); in the data active means inhibition above about 21%;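 further: UHRF1 SRA domain binding a hemimethylated CpG hairpin DNA probe; 0% = median of test compound wells and 100% = reference inhibitor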
ARFGAP1 inh: inhibitors of rat ARFGAP1; Q62848; Arfgap1-stimulated ARF1 GTP hydrolysis, GDP FP detection; inhibition, % at 16.5 µM; actives 0.26% (n = 360,000); AID 651572;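 active means inhibition above a per-plate limit, mean inhibition of low control wells plus 3 SD, cut at about 25% in these data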;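 further: 0% = DMSO wells with enzyme and 100% = wells lacking Arfgap1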
Target sequence (Q62848 1-136 limits assumed): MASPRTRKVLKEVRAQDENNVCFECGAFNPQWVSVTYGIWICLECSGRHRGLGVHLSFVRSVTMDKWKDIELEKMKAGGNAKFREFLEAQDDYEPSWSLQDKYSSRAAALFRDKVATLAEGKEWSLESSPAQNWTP
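System: truncated rat Arfgap1 GAP domain / Medium: HEPES-based buffer, pH 7.5 / Also added: N-terminally truncated human ARF1-GTP substrate / Incubation: enzyme reaction 120 min at 25 °C after 20 min preincubation / Measured by: FP of antibody-bound GDP Alexa 633 tracer, ex 620/em 688 nm / Replicates: singlicate, each compound tested once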
proKLK7 act: proKLK7 (human) activation, primary screen; P49862; purified proKLK7, EDANS-DABCYL substrate fluorescence; 100% is mature enzyme control, 0% vehicle; activation, % at 7 µM; actives 0.9% (n = 370,000); AID 652039;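 active means activation above the mean of all tested compounds plus 3 SD, computed per campaign excluding outliers beyond control limits, cut at about 13% in these data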
Target sequence (P49862 whole entry, looked up): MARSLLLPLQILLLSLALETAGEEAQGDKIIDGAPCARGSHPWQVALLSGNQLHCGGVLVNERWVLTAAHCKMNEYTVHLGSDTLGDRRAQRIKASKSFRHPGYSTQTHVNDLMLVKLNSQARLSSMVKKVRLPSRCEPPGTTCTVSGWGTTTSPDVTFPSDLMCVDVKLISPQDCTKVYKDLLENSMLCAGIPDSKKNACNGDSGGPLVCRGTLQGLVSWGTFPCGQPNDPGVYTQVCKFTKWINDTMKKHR
ASAP1 inh: inhibitors of human ASAP1 ArfGAP activity; ASAP1-stimulated ARF1 GTP hydrolysis, GDP FP detection; actives 0.19% (n = 360,000); inhibition, % at 16.5 µM; Q9ULH1; in the data active means inhibition above about 25%;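 further: 0% = vehicle with enzyme and substrate and 100% = no enzyme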
Tn6 DDE FP: inhibitors of Tn6 peptide binding to human fibrin DD(E). P02675. Fibrin DD(E) TRITC-Tn6 fluorescence polarization displacement. actives 0.21% (n = 370,000). AID 720509. inhibition, % at 8.3 µM;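 active means inhibition above a per-campaign cutoff: mean of compounds within control limits plus 3 SD, cut at about 15% in these data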;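 further: 0% = median of all compound wells on the plate and 100% = blocking peptide control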
sPLA2-III inh: Inhibits HGIII-sPLA2 liposome hydrolysis, primary screen | actives 0.56% (n = 370,000) | inhibition, % at 12.2 µM | QFRET BODIPY PC-A2 liposome hydrolysis, fluorescence | Q9NZ20;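 active means inhibition above mean plus 3 SD of compounds lying within the high and low control bounds, cut at about 19% in these data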;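 further: 0% = median of test compound wells and 100% = no enzyme DMSO wells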
Target sequence (Q9NZ20 whole entry, looked up): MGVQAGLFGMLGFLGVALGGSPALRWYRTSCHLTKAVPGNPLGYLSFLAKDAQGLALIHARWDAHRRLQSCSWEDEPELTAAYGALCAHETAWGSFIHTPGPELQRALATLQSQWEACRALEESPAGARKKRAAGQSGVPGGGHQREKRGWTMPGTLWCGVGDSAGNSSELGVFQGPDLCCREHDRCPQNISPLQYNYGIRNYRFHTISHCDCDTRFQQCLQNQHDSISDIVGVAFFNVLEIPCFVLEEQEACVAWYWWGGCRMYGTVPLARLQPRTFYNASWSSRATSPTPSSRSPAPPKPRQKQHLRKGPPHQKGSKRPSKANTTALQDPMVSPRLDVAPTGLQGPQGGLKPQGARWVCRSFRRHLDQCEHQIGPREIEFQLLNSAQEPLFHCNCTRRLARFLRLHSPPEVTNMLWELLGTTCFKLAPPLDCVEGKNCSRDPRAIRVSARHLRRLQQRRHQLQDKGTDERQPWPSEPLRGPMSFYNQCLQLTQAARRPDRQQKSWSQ
DDE Tn7 FP inh: inhibitors of Tn7 peptide binding to human fibrin DD(E) | FP displacement of FITC-Tn7 peptide from fibrin DD(E); 0% = median of compound wells per plate | inhibition, % at 8.3 µM | actives 0.13% (n = 370,000);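 active means inhibition above the mean of compounds falling within the control limits plus 3 SD of them, cut at about 14% in these data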;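 further: 0% = plate median of compound wells and 100% = 10 µM Aha-Tn7 peptide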
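Assay system: Human fibrin DD(E) protein | Medium: Tris buffer with calcium and detergent, pH 7.8 | Reagent: 0.1 µM fluorescent Tn7 | Compound dosing: Single point at 8.3 µM | Times: 10 min preincubation, 3 h with tracer, room temperature | Detection: Fluorescence polarization of the labelled Tn7 tracer | Controls: Aha-Tn7 high control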
* = called active by the depositor; . = no result given.

cpd	SMILES	PLC-beta3 inh	PLCg1 inh	NR1D1 modulator	UHRF1 binding	ARFGAP1 inh	proKLK7 act	ASAP1 inh	Tn6 DDE FP	sPLA2-III inh	DDE Tn7 FP inh
1	O=C(c1ccccc1)c1ccc(OCC(=O)N2CCOCC2)cc1	-5	3	0	-2	11	0.9	-8	2	-4	-1
2	COc1cc(C(=S)N2CCOCC2)ccc1OS(=O)(=O)c1ccc(Cl)cc1	1	2	-3	-1	-7	0.7	1	-2	1	-1
3	CC(=O)Nc1cc(=O)c2cccnc2[nH]1	-47	-33	-27	6	2	1.3	-3	-10	6	-1
4	O=C(COC(=O)/C=C/c1ccc(C(F)(F)F)cc1)NCCC1=CCCCC1	-3	2	6	0	-5	0.4	1	3	2	-2
5	CCN(CC(=O)Nc1c(F)cccc1F)C(=O)/C=C/c1cn(Cc2ccccc2)nc1-c1cccnc1	-37	-41	4	1	-4	-0.3	8	-7	-5	-3
6	CCCCN(CC)CCNC(=O)c1cc2c(=O)[nH]c3ccc(C)cc3c2s1	-376	-282	1	-8	29*	16*	1	-8	-7	1
7	COCC1CCN(C(=O)c2oc3c(F)cccc3c2C)C1 (configuration not stated)	0	5	2	1	-4	0.0	8	5	2	1
8	CCCCNS(=O)(=O)CCNCc1ccccc1OC	0	-2	-8	15	-1	0.2	3	-1	4	-4
9	O=C(O)c1cc(-c2ccc3ccccc3n2)nc2ccccc12	-4	2	4	2	2	0.3	-3	-3	-5	-3
10	CS(=O)(=O)c1ccc(C(=O)N2CCN(C(=O)c3ccco3)CC2)cc1	-6	2	-5	-1	9	-0.6	8	-5	6	-4
11	c1cc2nc(C34CC5CC(CC(C5)C3)C4)[nH]c2cn1	3	5	4	2	-2	0.1	-3	5	-3	-4
12	O=C(COc1ncnc2ccccc12)NC1CCCCC1	-2	2	4	0	1	0.0	2	5	3	2
13	Cc1ccc(C(=O)N/C(=C\c2ccc(-c3cccc([N+](=O)[O-])c3)o2)C(=O)NCCCN2CCOCC2)cc1	-5	3	2	-8	2	0.6	17	0	-2	-1
14	Cc1noc(C)c1NC(=O)N1C[C@H](O)COC[C@H]2O[C@@H](CC(=O)NCC3CCCCC3)CC[C@@H]21	-2	5	0	5	4	0.7	-2	4	12	3
15	COc1cc(NC(=O)c2ccccc2)c(C)cc1NC(=O)CSc1nnc(COc2ccccc2)n1Cc1ccco1	2	3	-4	3	.	0.4	.	-3	-18	-2
16	CC(=O)NCCNc1nc2cc(-c3ccc(C(=O)N4CCN(C)CC4)cc3)sc2c(=O)n1C	-77	-61	-1	-1	10	3.4	8	3	0	0
17	COc1ccc(OC(C)C(=O)NC2CCCCCCC2)cc1 (configuration not stated)	-3	2	6	0	-2	0.4	-1	5	-1	0
18	Cc1ccc(C(=O)N2CCc3ccccc32)cc1C	-6	0	-2	1	1	0.0	-5	7	-3	-1
19	Cc1cnc(NC(=O)Nc2ccccc2)c(C)n1	-33	-21	-3	1	-4	0.0	0	-7	0	-13
20	COc1ccc(NC(=O)CN(C)C(=O)CCSc2ccc(C)cc2)cc1	1	2	1	0	2	0.0	10	10	1	7
21	CCOc1ccc(C(=O)c2cc([N+](=O)[O-])ccc2Cl)cc1	15*	13*	5	6	-7	-0.7	-3	-6	4	3
22	CN(C)S(=O)(=O)c1ccc(C(=O)Nc2ccccc2SCCC#N)cc1	1	0	-6	0	-4	0.9	-1	5	-2	-2
23	O=C(COc1ccccc1C(=O)NCC1CCCO1)Nc1ccc(Br)cc1 (configuration not stated)	-3	1	-3	-2	5	-0.3	-8	9	-5	0
24	COc1ccc(/C(C)=N/NC(=O)Cc2cc(=O)[nH][nH]2)cc1OC	2	1	-5	-5	.	-0.3	.	2	-9	-4
25	Cn1c(=O)c(-c2ccccc2)c(O)c2ccccc21	-28	-29	2	0	2	0.0	6	-5	0	-3
26	Cn1c(CN2CCCC(C(=O)c3ccc4c(c3)OCO4)C2)nc2ccccc21 (configuration not stated)	-1	4	-3	5	-2	-0.6	2	0	1	2
27	CC1CCc2c(sc3ncnc(NCCCOC(C)C)c23)C1 (configuration not stated)	-6	0	-2	5	14	0.1	-1	-7	-4	-6
28	Cc1cccc(N(C(=O)c2snc(C(N)=O)c2N)C(C(=O)NC2CCCC2)c2ccc(C)o2)c1 (configuration not stated)	-92	-59	6	70*	11	-2.3	9	-4	-6	1
29	O=C(COc1cc(Cl)c(Cl)cc1Cl)NC(=O)Nc1ccc2c(c1)OCCO2	-2	8	8	2	15	-0.7	-4	-8	12	3
30	COC(=O)c1sccc1NC(=S)Nc1ccc(F)cc1	0	4	2	2	-9	0.2	-3	-4	-1	4
31	CCN=C1NC(c2cccc(F)c2)C(C(=O)OC)=C(C)N1Cc1ccccc1C(F)(F)F (configuration not stated)	-6	1	2	3	3	-0.8	1	0	5	-2
32	Cc1nc2nc(SCC(=O)c3ccccc3)[nH]c2cc1Br	-6	3	34*	0	13	1.2	-12	2	-27	-3
33	Cc1ccc2oc(=O)c(-c3ccc(O)cc3)c(C)c2c1	-19	-16	1	14	-13	0.3	-9	6	-28	-1
34	O=C(C1CCC1)N1CCN(S(=O)(=O)c2cccc(F)c2)CC1	-2	0	3	-3	-2	0.1	1	1	4	1
35	Cn1c(=S)[nH]c2c(c1=O)C(C)(C)Cc1ccccc1-2	-5	-2	-5	-1	-6	0.8	8	0	11	-2
36	COc1nccnc1NS(=O)(=O)c1ccc(NC(=S)NC(=O)c2ccccc2F)cc1	3	3	-3	-2	5	-0.1	10	3	3	-4
37	FC(F)(F)c1cnc(Oc2ccc(-c3nnco3)cc2)c(Cl)c1	0	-2	4	-3	-2	0.2	-3	7	-3	4
38	Cc1ccc(CNC(=O)CCCn2c(=O)c3ccccc3n(CC(=O)NCc3ccco3)c2=O)cc1	3	-1	-2	1	-18	-0.1	14	4	3	4
39	COC(=O)c1cc2c(cc1NC(=O)CSCCc1ccccn1)OCO2	-2	-1	4	-2	1	-0.3	-2	2	2	0
40	O=[N+]([O-])c1ccccc1S(=O)(=O)N1CCN(C2CCN(Cc3ccccc3)CC2)CC1	-7	-2	-1	3	-5	0.3	-5	4	0	3
41	O=[N+]([O-])c1ccc(Cl)cc1N1CCCCC1	-1	-1	-1	1	1	-0.4	-3	7	4	3
42	COc1cccc(C(=O)COc2ccc3c(C)c(Cc4ccccc4)c(=O)oc3c2)c1	2	1	-2	4	-2	-0.1	-18	0	9	1
43	COc1ccc(COC(=O)C2=C(C)NC(=O)NC2c2ccc(OC)cc2)cc1 (configuration not stated)	-10	0	2	6	3	-0.2	8	-6	7	10
44	CCN1CCN(Cc2ccccc2NC(=O)Nc2ccc(C)cc2)CC1	4	4	0	-2	-12	-0.3	1	4	0	-4
45	CN(Cc1ccccc1)C(=S)Nc1cccnc1	-5	-1	-3	-1	9	-0.3	8	11	0	5
46	COc1ccc(CN2CCC(C)(Oc3ccc(C(C)=O)cc3)C2)c2ccccc12 (configuration not stated)	1	1	-1	-2	-13	-0.2	-5	1	-7	-2
47	O=C(Nc1ccc(N2CCCC2)cc1)c1cc2ccccc2o1	-27	-18	-1	1	77*	0.0	43*	-11	-6	-2
48	CN(CC(=O)Nc1ccc(OC(F)(F)F)cc1)C(=O)Cc1cccs1	-8	2	5	0	11	-0.4	8	-1	11	6
49	COc1ccc(Cc2c(-c3cccc(Br)c3)nc3ccc(Cl)cn23)c(C)c1	-22	-2	0	16	-1	-1.1	-13	-8	3	-10
50	COc1ccc(CCNC(=O)C2CCC(=O)N2S(=O)(=O)c2ccc(C)cc2)cc1 (configuration not stated)	-4	-2	-3	0	5	0.5	4	2	-9	3
51	CCOC(=O)C1CCCN(C(=S)Nc2cc(C)cc(C)c2)C1 (configuration not stated)	-1	3	1	0	12	-0.1	6	5	7	0
52	Cc1cccc(N2CCN(C(=O)CN3C(=O)NC(C)(C4CC4)C3=O)CC2)c1C (configuration not stated)	-7	2	-3	-1	6	0.2	-4	-6	-4	9
53	COCCCN1C(=O)C(CC(=O)NC2CCCCC2)CC(C(=O)N2CCCCCC2)=C1C (configuration not stated)	4	1	1	-3	-8	83*	-2	4	-4	-2
54	COc1ccc(N2C(=O)CN(Cc3cc(OC)c(OC)c(OC)c3)C2=S)cc1	-3	0	5	-1	-20	-0.2	2	6	-56	4
55	C=CCn1c(SCC(=O)Nc2ccc3c(c2)OCO3)nc2ccccc2c1=O	2	4	7	-4	12	0.1	-7	-8	1	-8
56	CC(C(=O)NCc1ccccc1)n1c(CSCCOc2ccccc2)nc2ccccc21 (configuration not stated)	0	1	-6	4	2	0.8	9	2	15	8
57	COc1cc(S(=O)(=O)NCc2ccccc2Cl)ccc1-n1cnnn1	-2	0	1	17	0	-0.3	9	-1	-8	-1
58	COC(=O)c1cccnc1-n1c(=O)c2cccnc2n(Cc2ccc([N+](=O)[O-])cc2)c1=O	-5	3	1	3	-2	-0.5	7	1	0	-10
59	Cc1ccc(N(CC(=O)NCC(O)c2ccccc2)S(=O)(=O)c2ccc(C)cc2)cc1 (configuration not stated)	-4	2	-3	4	7	-0.4	3	-4	-9	-1
60	CCCCn1c(N)nc2ccccc21	5	2	0	0	2	-0.7	4	5	-1	-3

Entries of single compounds from above.
`CCN1CCN(Cc2ccccc2NC(=O)Nc2ccc(C)cc2)CC1` in the list: PLC-beta3 inh: 4; PLCg1 inh: 4; NR1D1 modulator: 0; UHRF1 binding: -2; ARFGAP1 inh: -12; proKLK7 act: -0.3; ASAP1 inh: 1; Tn6 DDE FP: 4; sPLA2-III inh: 0; DDE Tn7 FP inh: -4
`FC(F)(F)c1cnc(Oc2ccc(-c3nnco3)cc2)c(Cl)c1` in the list: PLC-beta3 inh: 0; PLCg1 inh: -2; NR1D1 modulator: 4; UHRF1 binding: -3; ARFGAP1 inh: -2; proKLK7 act: 0.2; ASAP1 inh: -3; Tn6 DDE FP: 7; sPLA2-III inh: -3; DDE Tn7 FP inh: 4

The list continues.
cpd	SMILES	PLC-beta3 inh	PLCg1 inh	NR1D1 modulator	UHRF1 binding	ARFGAP1 inh	proKLK7 act	ASAP1 inh	Tn6 DDE FP	sPLA2-III inh	DDE Tn7 FP inh
61	COC(=O)C1ON2OC(C(=O)OC)C(C(=O)OC)C2C1CC(C)=O (configuration not stated)	-5	6	1	3	4	-0.1	-1	-6	15	-4
62	CCOc1ccc(/C=N/NC(=O)c2ccc(F)cc2)cc1CN1CC2CC(C1)c1cccc(=O)n1C2 (configuration not stated)	-3	-4	-3	2	-5	0.7	1	-3	-2	7
63	CN(c1ccccc1)S(=O)(=O)c1ccc(C(=O)NNC(=O)c2ccccc2F)cc1	-5	2	-4	-2	11	0.0	7	-1	-17	1
64	O=C(NNS(=O)(=O)c1ccc(F)cc1)c1ccccc1	-7	1	-4	0	-8	0.5	-8	-5	8	-2
